Compound activity: PubChem BioAssay, Sanford-Burnham Center for Chemical Genomics
697 NFkB inh – inhibitors of PMA/ionomycin-induced NF-kB reporter, 697 cells, primary screen, B-cell NF-kB inhibitor project, cell-based, luminescence, uHTS | 697 B-cell NF-kB luciferase reporter, 16 h | inhibition, % at 4 µM | 330,000 tested, 0.33% active | AID 435022, 2010; in the data active = inhibition above about 35%
APJ antag – antagonists of human apelin receptor APJ, primary screen, CHO-K1 cells, beta-arrestin complementation, luminescence. P35414. inhibition, % at 20 µM. 330,000 tested, 0.32% active. AID 2521, 2010;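 active = inhibition above about 40% at 20 µM, limit read from the data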;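 also: cells challenged with 10 nM apelin-13 agonist together with compound; plate controls were apelin-13 plus DMSO wells for no effect and DMSO wells lacking apelin-13 for full effect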
Target sequence (P35414 whole entry, looked up): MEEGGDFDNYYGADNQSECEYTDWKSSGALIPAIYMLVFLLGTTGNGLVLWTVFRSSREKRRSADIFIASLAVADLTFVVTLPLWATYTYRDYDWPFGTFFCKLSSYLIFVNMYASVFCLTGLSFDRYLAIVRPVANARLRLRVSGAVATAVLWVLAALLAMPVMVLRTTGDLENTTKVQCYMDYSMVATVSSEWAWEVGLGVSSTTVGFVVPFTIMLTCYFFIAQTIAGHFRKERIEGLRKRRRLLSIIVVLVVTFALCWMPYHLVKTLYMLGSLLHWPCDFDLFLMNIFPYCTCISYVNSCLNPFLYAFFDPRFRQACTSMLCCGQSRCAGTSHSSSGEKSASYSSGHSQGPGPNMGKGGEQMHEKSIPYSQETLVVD
Mdm2 MdmX PPI – inhibitors of human Mdm2-MdmX association, primary screen, cell-based, luminescence, split luciferase, SaOS-2, uHTS; Protein Mdm4 (Homo sapiens) + E3 ubiquitin-protein ligase Mdm2 (Homo sapiens), …; SaOS-2 split-luciferase Mdm2/MdmX complementation; inhibition, % at 8 µM; 330,000 tested, 3% active; AID 485346, 2010;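 active = inhibition of at least 50% at 8 µM in the primary screen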
tim23-1 inh – growth inhibitors of tim23-1 mutant yeast, primary screen, luminescence, uHTS; inhibition, % at 20 µM; S. cerevisiae tim23-1 growth, BacTiter-Glo luminescence, 24 h; 330,000 tested, 1.3% active; AID 463212, 2010;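 active = growth inhibition of the mutant yeast at or above 50%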;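 also: temperature-sensitive mutant grown at 25 °C; plate controls were DMSO-treated mutant yeast for no effect and medium wells lacking yeast for full effect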
UPR CHOP act – activators of apoptotic CHOP UPR arm, primary screen, cell-based, CHO-CHOP luciferase reporter, luminescence, uHTS | AID 449763, 2010 | UPR activation; percent of tunicamycin response over DMSO baseline | activation, % at 10 µM | 330,000 tested, 0.34% active;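 active = at 10 µM dose, activation of 40% or more, normalized to positive control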;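 also: 100% = tunicamycin at 10 µg/mL and 0% = DMSO alone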
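Assay system: CHO-CHOP cells, stable luciferase reporter of PERK-eIF2a-CHOP signalling / Buffer or medium: F12 plus 10% serum / Compound dosing: one dose, 10 µM in 0.5% DMSO / Times: 6 h compound treatment, 37 °C / Technique: luciferase luminescence / Read-out: % reporter activation, DMSO baseline versus tunicamycin full activation / Benchmarks: tunicamycin and DMSO controls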
APJ ag – agonists of human apelin receptor APJ, primary screen, CHO-K1 cells, PathHunter beta-arrestin, luminescence | AID 2520, 2010 | 330,000 tested, 0.11% active | activation, % at 20 µM | 0% DMSO wells, 100% apelin | P35414;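 active = activation more than six SD over the plate average, tested at 20 µM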;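 also: 0% = DMSO alone and 100% = apelin-13 at 10 nM; some results filed as inactive read as strong as hits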
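Incubation: overnight seeding, 90 min compound at 25 °C, 1 h detection; test system: PathHunter CHO-K1 APJ (AGTRL-1) beta-arrestin reporter cells; amount: 1000 cells/well; doses: one dose, 20 µM compound, 1% DMSO; measured by: beta-gal luminescence; measure: agonist-driven arrestin binding to APJ; benchmarks: negative DMSO alone, positive Apelin-13 at 10 nM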
XBP1 UPR activ – activators of adaptive XBP1 UPR arm, primary screen, cell-based, CHO-XBP1 luciferase reporter, luminescence, uHTS; IRE1-XBP1 UPR activation; percent of tunicamycin response, DMSO as zero; activation, % at 20 µM; AID 463104, 2010; 330,000 tested, 0.33% active;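 active = versus positive control, 20 µM dose yields 30% or more activation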;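 also: 100% = tunicamycin at 10 µg/mL and 0% = DMSO only wells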
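Material: CHO-XBP1 cells stably carrying IRE1-XBP1-driven luciferase reporter / Amount: 1000 cells per well / Compound: 20 µM, 1% DMSO / Times: 6 h treatment, 37 °C / Detection: luciferase luminescence / Measure: % activation of reporter signal versus tunicamycin and DMSO controls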
Jurkat NFkB inh – inhibitors of induced NF-kB luciferase reporter, primary screen, TCR NF-kB activation inhibitor project, cell-based, luminescence, uHTS; AID 435003, 2010; 330,000 tested, 0.53% active; inhibition, % at 4 µM; Jurkat, PMA/ionomycin-induced NF-kB luciferase reporter; in the data active = inhibition above about 50%
Starred values were filed as active, the others as inactive. Not a hit list; 5% or so of the library scored in one or more.

SMILES | 697 NFkB inh | APJ antag | Mdm2 MdmX PPI | tim23-1 inh | UPR CHOP act | APJ ag | XBP1 UPR activ | Jurkat NFkB inh
COc1ccc(NC(=O)c2cc(Br)ccc2Cl)c([N+](=O)[O-])c1 | 3 | -24 | 19 | -2 | 1.3 | 0 | -2 | -28
Oc1[nH]c(=S)sc1C=C1N=c2ccccc2=N1 | -36 | 28 | 7 | 8 | 6.8 | -2 | 2 | -10
CCc1ccccc1N(C)S(=O)(=O)c1ccc(-c2cc(C)no2)s1 | -69 | -15 | 45 | 23 | -1.0 | -1 | -6 | 55*
Cc1cccn2c(=O)c(/C=C(\C#N)C(=O)NC3CCS(=O)(=O)C3)c(N3CCC(C)CC3)nc12 (stereo not drawn) | -47 | -2 | -21 | -5 | 3.8 | 6 | 1 | 22
CNc1nc(C)nc(-n2nc(C)cc2C)n1 | 17 | -1 | -13 | -8 | 1.4 | -4 | 1 | 13
CCOc1ccc(S(=O)(=O)N2CCC(C(=O)NCCc3ccc(S(N)(=O)=O)cc3)CC2)cc1 | 21 | 17 | -16 | 7 | 5.8 | -2 | -6 | 12
O=C(Nc1ccc2c(c1)OCCO2)C1CCC1 | 4 | -4 | -18 | 12 | -1.1 | -4 | 0 | -13
COc1ccc(/C=N/Nc2nc(NCc3ccco3)nc(Nc3ccc(OC)cc3)n2)cc1 | 20 | 4 | 5 | 9 | 0.3 | -2 | 0 | -8
O=C(COc1ccc2ccc(=O)oc2c1)Nc1cccc(S(=O)(=O)N2CCCCC2)c1 | -1 | 5 | 0 | -7 | 7.6 | 1 | -3 | 1
COc1ccc(CNC(=O)CN2C(=O)CCSc3ccc(S(=O)(=O)N4CCCC4)cc32)cc1 | 4 | 3 | 18 | -6 | 1.5 | -1 | -6 | 1

Part of the list above, as tab-separated lines:
Molecule	697 NFkB inh	APJ antag	Mdm2 MdmX PPI	tim23-1 inh	UPR CHOP act	APJ ag	XBP1 UPR activ	Jurkat NFkB inh
CCc1ccccc1N(C)S(=O)(=O)c1ccc(-c2cc(C)no2)s1	-69	-15	45	23	-1.0	-1	-6	55*
Cc1cccn2c(=O)c(/C=C(\C#N)C(=O)NC3CCS(=O)(=O)C3)c(N3CCC(C)CC3)nc12 (stereo not drawn)	-47	-2	-21	-5	3.8	6	1	22
CNc1nc(C)nc(-n2nc(C)cc2C)n1	17	-1	-13	-8	1.4	-4	1	13
CCOc1ccc(S(=O)(=O)N2CCC(C(=O)NCCc3ccc(S(N)(=O)=O)cc3)CC2)cc1	21	17	-16	7	5.8	-2	-6	12

Next part
SMILES | 697 NFkB inh | APJ antag | Mdm2 MdmX PPI | tim23-1 inh | UPR CHOP act | APJ ag | XBP1 UPR activ | Jurkat NFkB inh
CCc1ccc(CN(C)C(=O)c2cc(S(=O)(=O)N3CCN(CC)CC3)ccc2Cl)cc1 | -8 | 6 | 20 | 17 | 0.7 | 0 | -3 | 0
C=CCc1cccc(/C=N/NC(=O)C(C)Nc2cccc(C)c2)c1O (stereo not drawn) | 5 | 3 | 71* | 9 | -3.5 | -4 | -2 | 7
CN(Cc1ccccc1)c1cc(Cl)nc(N)n1 | 3 | -10 | 7 | 16 | -1.6 | -3 | -3 | -12
COc1ccc(C)cc1NC(=O)c1cc(S(=O)(=O)N2CCOCC2)cn1C | 8 | 17 | 9 | 16 | 2.0 | 4 | 0 | 14
O=C(NN1CCOCC1)c1cc(-c2ccncc2)nc2ccccc12 | 16 | -3 | 21 | 1 | 0.1 | -2 | 0 | -7
O=C(CN1CCN(S(=O)(=O)c2ccc(Cl)c(Cl)c2)CC1)N1CCCCC1 | -22 | 18 | -18 | 21 | -0.1 | 8 | 2 | -4
O=C(O)CC1NC(=S)N(c2ccccc2)C1=O (stereo not drawn) | 6 | 22 | 35 | 26 | -0.7 | -5 | -2 | 7
O=C(O)c1ccccc1NS(=O)(=O)c1ccc2ccccc2c1 | -8 | 19 | -90 | 22 | 0.9 | 2 | -2 | -25
Cc1ccc(CCN2CC(C(=O)NCCCN3CCOCC3)CC2=O)cc1 (stereo not drawn) | -17 | -23 | -10 | 11 | -3.2 | -2 | -3 | -5
C[C@H](NC(=O)c1nc[nH]c1C(=O)NCC(=O)OCc1ccccc1)c1ccccc1 | 8 | -1 | 15 | 22 | 0.8 | 7 | -2 | -9
Cc1cc(C)cc(N(C(=O)c2ccccn2)C(C(=O)NC2CCCCC2)c2ccncc2)c1 (stereo not drawn) | -3 | 8 | -15 | 25 | -1.3 | -1 | -2 | -3
O=C(NC(=S)Nc1ccc2[nH]c(=O)[nH]c2c1)c1ccccc1F | -1 | -1 | -9 | 15 | -0.4 | -5 | -2 | 8
O=C(CCN1CCCCCC1)c1ccccc1 | 10 | 8 | 11 | 10 | -2.1 | 0 | -1 | 2
O=C(Cc1ccccc1)N1CCC(c2nc(-c3ccc(F)cc3)no2)CC1 | -11 | -32 | 17 | 39 | -0.7 | -3 | -2 | 4
COc1ccc(N=C2S/C(=C\c3cc(C)n(C)c3C)C(=O)N2C)cc1 | 16 | 10 | 11 | 2 | -1.4 | -2 | 1 | 15
CCOC(=O)c1sc2nc3c(cc2c1N)COC(C)(CC)C3 (stereo not drawn) | -192 | 22 | -158 | 31 | 1.8 | 0 | 1 | -212
CCN(CC)CCCN(C(=O)Cn1nnc(-c2ccc(OC)c(OC)c2)n1)C(C(=O)NC(C)(C)C)c1ccc(F)cc1 (stereo not drawn) | 6 | 9 | 16 | 10 | -1.5 | -3 | -2 | -9
CCC(=O)N(CC)c1nc(-c2cc(OC)ccc2OC)cs1 | 0 | -18 | 18 | 15 | -0.5 | -2 | 1 | -2
Cc1ccc(S(=O)(=O)n2ccc(-c3ccc(OCc4c(F)cccc4Cl)cc3)n2)cc1 | 3 | -3 | 14 | 13 | 0.5 | -2 | 0 | 3
CC1Cc2nc(SCC(=O)NCC3CCCO3)n(Cc3ccccc3)c(=O)c2S1 (stereo not drawn) | -23 | -12 | -3 | 13 | 0.6 | -2 | -2 | -34
Clc1ccc(CN2C3=NCCCN3c3ccccc32)cc1Cl | -7 | 5 | 41 | 9 | 2.7 | -3 | -3 | 25
CCSC1(SCC)N=C(N)C2(C#N)C(c3ccc(OC)c(OC)c3OC)C12C#N (stereo not drawn) | 13 | 51* | 69* | 14 | 214* | -4 | 20 | 17
CN(C)Cc1ccccc1Cc1ccccc1 | -2 | 2 | 26 | -16 | 3.6 | -4 | 2 | -3
O=C(O)c1cccc2c1C(=O)c1ccc(N3CCCC3)cc1S2(=O)=O | 7 | 5 | 2 | -3 | 2.3 | -3 | 1 | -3
O=C(C1CCCN(S(=O)(=O)c2ccc(F)cc2)C1)N1CCCCCC1 (stereo not drawn) | 9 | 14 | 1 | 29 | 1.4 | -7 | -2 | 4
CC(=O)c1c(C)nc(-c2ccccc2)nc1NC(=O)Cc1ccccc1 | 7 | 0 | -11 | 24 | 3.2 | -2 | -1 | 0
O=C(NCCCN1CCOCC1)c1ccc(S(=O)(=O)Nc2cccc(C(F)(F)F)c2)cc1 | -13 | 3 | 9 | 6 | 1.1 | -5 | -4 | -8
COc1ccc(CC(=O)Nc2cc(=O)n(C)c(=O)n2C)cc1 | -9 | 3 | 26 | 2 | 1.1 | -3 | 0 | 1
Cc1nc2ccccc2nc1OCC(=O)N1CCN(c2ccccc2)CC1 | -29 | 3 | 5 | 4 | 2.3 | -4 | -3 | 3
O=c1c2ccccc2[nH]c(=S)n1-c1cccc(S(=O)(=O)N2CCCC2)c1 | -12 | 15 | 10 | -5 | 0.3 | -1 | -3 | 7
c1ccc(-c2cnnc(SCc3cn4cccnc4n3)n2)cc1 | 11 | 9 | -25 | 17 | -0.7 | 0 | 5 | -14
O=C(c1cccc(Cl)c1)N1CCCC(C(=O)N2CCCCCC2)C1 (stereo not drawn) | 1 | -15 | 0 | 16 | -1.6 | -1 | 0 | 12
Nn1c(Cc2ccccc2)nc2sc3c(c2c1=O)CCC3 | -2 | -14 | 9 | 1 | -0.7 | 2 | 0 | 2
Cc1ccc(NC(=O)CN(C)CC(=O)NC2CCCc3ccccc32)cc1 (stereo not drawn) | 19 | -26 | -8 | 9 | -1.2 | 0 | -3 | -8
Cc1cc(C)c(NC(=O)CNC(=O)CNC(=O)C2CCCCC2)c(C)c1 | 33 | -11 | 15 | -8 | 0.5 | -5 | -3 | -2
COC(=O)CCCCCNC(=S)Nc1ccc2[nH]c(=O)[nH]c2c1 | 9 | 8 | 26 | 18 | 0.8 | -1 | -2 | 4
CN(CC(=O)Nc1ccc(N2CCOCC2)cc1)C(=O)c1ccc(CS(C)(=O)=O)cc1 | 7 | 14 | 9 | 6 | 0.4 | -1 | -3 | 16
COc1ccc(C2Oc3ccccc3C3=C2C(c2cccs2)n2ncnc2N3)cc1 (stereo not drawn) | 2 | -14 | 72* | 33 | 12 | 2 | 9 | 41
Cn1c(=O)c2c(SCC(=O)N3CCOCC3)nc(-c3ccccc3Cl)nc2n(C)c1=O | 1 | 5 | -7 | 16 | 1.4 | -3 | -3 | 5
CCOC(=O)N1CCN(C(=O)CN(c2cccc(C(F)(F)F)c2)S(C)(=O)=O)CC1 | -5 | 3 | 32 | -7 | 1.1 | -1 | -1 | 4
CCOc1ccc(/C=C2\SC(=S)N(CCC(=O)N(CCO)c3ccccc3)C2=O)cc1 | 21 | -1 | 65* | 25 | 2.9 | -1 | -3 | -6
CCCOc1ccccc1/C=C(\C#N)C(=O)Nc1cccc(C)n1 | 5 | 2 | 9 | 56* | 6.9 | 2 | 2 | -11
CCCCn1nc2cc(C(=O)NCc3ccco3)ccc2c1OCC | 13 | 11 | 34 | 8 | 2.4 | 5 | 2 | 10
CS(=O)(=O)n1nc(-c2ccccc2)nc1NCc1ccco1 | 1 | 1 | -3 | 13 | -0.5 | -2 | 0 | -5
COc1cccc(-c2c(C(=O)N/N=C/C3CC=CCC3)nnn2-c2nonc2N)c1 (stereo not drawn) | -19 | -20 | 3 | 4 | -1.8 | 13 | -2 | -9
Cc1cc(Nc2ccccc2Cl)n2nnnc2n1 | 1 | 7 | 23 | -1 | 0.0 | -3 | -1 | -5
COc1ccc2cnn(Cc3ccccc3)c(=O)c2c1OC | 25 | -1 | 7 | 6 | -0.4 | -3 | -1 | -2
COc1cccc(NC(=S)N(CCc2c(C)[nH]c3ccccc23)Cc2cccs2)c1 | 3 | -7 | 25 | 25 | 1.8 | 1 | -5 | 2
CC1CC(C)CN(C(C)C(=O)Nc2cc(S(=O)(=O)N3CCCCC3)ccc2Cl)C1 (stereo not drawn) | -17 | 18 | 39 | 34 | 1.7 | -5 | 2 | -12
Cc1nnc(SCC(=O)NCc2ccccc2)n1-c1ccccc1 | -6 | -2 | -34 | 8 | 4.4 | 0 | 0 | -5
CCCC(=O)Nc1ccc(C(=O)N/N=C2\CC(=O)CC(C)(C)C2)cc1 | 18 | 9 | -5 | -4 | 1.9 | -4 | -1 | 19
